mcGAS MS inh: inhibitors of Mus musculus cyclic GMP-AMP synthase, initial high-throughput assay, cell-free, RapidFire MS; Q8C6L5; recombinant mouse cGAS, cGAMP by RapidFire MS; inhibition, % at 12.5 µM; 0.18% of 130,000 active;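 active = inhibition of cGAS enzyme activity at or above 60%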;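 also: enzyme stimulated by 45 bp dsDNA with ATP and GTP substrates; cGAMP share of summed cGAMP plus half ATP and half GTP signals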
Target sequence (Q8C6L5 whole entry, looked up): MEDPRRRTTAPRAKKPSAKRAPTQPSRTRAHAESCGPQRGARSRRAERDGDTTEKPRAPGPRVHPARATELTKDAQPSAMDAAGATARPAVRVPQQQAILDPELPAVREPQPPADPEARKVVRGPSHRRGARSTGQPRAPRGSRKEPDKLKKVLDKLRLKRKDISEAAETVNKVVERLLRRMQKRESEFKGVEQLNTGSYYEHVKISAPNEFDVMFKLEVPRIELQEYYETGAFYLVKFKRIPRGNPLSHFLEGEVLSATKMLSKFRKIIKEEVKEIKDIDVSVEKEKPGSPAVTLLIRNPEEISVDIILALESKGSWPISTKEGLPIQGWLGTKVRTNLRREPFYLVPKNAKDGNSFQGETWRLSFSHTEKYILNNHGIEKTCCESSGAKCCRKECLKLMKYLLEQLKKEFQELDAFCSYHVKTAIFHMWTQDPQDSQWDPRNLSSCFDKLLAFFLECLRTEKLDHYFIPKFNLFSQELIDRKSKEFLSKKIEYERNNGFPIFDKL
* = called active by the depositor; & = joins results of further samples. A portion of the library (hit frequency here may not be typical).

SMILES	mcGAS MS inh
Cc1c(N=Nc2ccc(N(C)C)cc2)c(=O)n(-c2ccccc2)n1C	41.9
CC1c2ccc(F)cc2CCN1C(=O)CN1CCc2sccc2C1 (centres undefined)	-6.8
CC(C)CCS(=O)(=O)CC(=O)Nc1ccc(=O)n(C)c1	-10.7
COCCN1CCCC(Nc2nc3ccccc3cc2CO)C1 (centres undefined)	-39.2
O=C(CN1C(=O)NC2(CCCC2)C1=O)Nc1cc(Cl)ccc1N1CCCC1	-5.4
Cc1cccnc1CN1CCN(S(=O)(=O)NCc2ccccc2)CC1	5.6
CC(C)NC(=O)[C@@H]1C[C@H](N)CN1C(=O)CCn1cc(Cl)cn1	-8.7
CC(C)=CC(=O)NCC1CCN(Cc2c(C)nn(C)c2Cl)C1 (centres undefined)	-5.3
CCOC(=O)N1CCN(C2CCCN(C(=O)c3ccc4[nH]ccc4c3)C2)CC1 (centres undefined)	-2.3
Cc1nc2ccccn2c1C(=O)Nc1ccc2c(c1)C(=O)N1CCCCC1CCO2 (centres undefined)	-8.5
CC(C)(C)c1nn2cnnc2n(/N=C\c2ccccc2I)c1=O	-7.2
CCc1ccccc1C(=O)N1CCNCC1C(=O)N1CCOCC1 (centres undefined)	-17.4
C1CC(OC2CCOC2)CCN1 (centres undefined)	5.9
CCN1CCN(C(=O)C2(O)CCCC2)CC1	-44.1
Cn1cccc1C(=O)NC(=O)COc1c(Cl)cccc1Cl	-3.3
O=C(c1cc(-c2cccc(Cl)c2)n[nH]1)N1CCOc2ccccc21	-0.1
COc1cccc(CN2CCN(Cc3cnc(N(C)C)s3)CC2=O)c1	2.8
CCOC(=O)c1nn(-c2ccc(C)cc2)c(=O)cc1OS(=O)(=O)c1c(C)noc1C	-4.5
Cc1cc(C)n2nc(C(=O)Nc3cccn(C)c3=O)nc2n1	5.3
Cc1c(C(C)NC(=O)CSCC(N)=O)oc2ccccc12 (centres undefined)	-9.5
CC(C)Nc1nnc(Sc2ncnc3c2cnn3C)s1	-33.2
c1ccc(CCc2noc(COc3ccc(-n4cnnc4)cc3)n2)cc1	-6.7
Cc1ccccc1Cc1nnc(CSc2n[nH]c(=O)n2C)o1	-13.9
O=C(Cc1ccc2c(c1)OCCO2)N1CCN(c2ccc(C(F)(F)F)cn2)CC1	2.5
Cc1cccc(-n2cc(CN(C)C(C)C(=O)Nc3nccs3)cn2)c1 (centres undefined)	-7.9

Following part
SMILES	mcGAS MS inh
Cc1ccc(OCCCN(C)C(=O)C2CCNCC2)cc1C	-20.2
Cc1nc2ncccn2c1C(=O)NCc1ccccc1-n1ccnc1	-20.0
CC1(C(=O)NS(=O)(=O)c2cccc(F)c2)CCN1C(=O)c1cccc2ccccc12 (centres undefined)	-2.8
COc1ccc(OC)c(Cc2nnc(CCC(=O)NC(C)c3nccs3)o2)c1 (centres undefined)	-9.0
CCN(c1ccccc1)S(=O)(=O)c1ccc(C(=O)Nc2sccc2C(N)=O)cc1	-7.6
COc1ccccc1CNc1nc(-c2cccnc2)nc2c1CNC2	-24.1
CCC(NC(=O)c1ccccc1-c1ccccc1)c1ccccn1 (centres undefined)	-19.0
Nc1cc(N2CCCC(c3[nH]ncc3-c3ccc(F)cc3)C2)ncn1 (centres undefined)	-22.7
CC(C)N1CCCC(C)(C(=O)Nc2ccc(F)cc2)C1 (centres undefined)	-6.5
CC1(C)CC(=O)C2=C(C1)OC(c1ccccc1)(C(C)(C)C)NC2=O (centres undefined)	25.1
CC1(C(=O)NS(=O)(=O)c2ccccc2Cl)CCN1C(=O)CC(c1ccccc1)c1ccccc1 (centres undefined)	-6.2
Cc1noc(C)c1C(=O)N1CCC1(C)C(=O)NS(=O)(=O)c1ccc(C#N)cc1 (centres undefined)	-9.6
Cc1ccc(S(=O)(=O)NNC(=O)c2csc(N3CCOCC3)n2)cc1C	-2.4
COc1cc(C=Nc2ccc3ncccc3c2)cc(OC)c1OC	-34.3
COc1cccc(C(C2Sc3nc(C)nn3C2=O)N2CCCCC2)c1 (centres undefined)	-10.6
COc1ccc(C)cc1C1=CC(C)(c2cc(C)ccc2OC)Nc2nnnn21 (centres undefined)	-11.9
O=C(NC1(C(F)(F)F)NC(=O)N(C2CCCCC2)C1=O)c1ccc(F)cc1 (centres undefined)	-8.2
NC1(CNC(=O)CC2Cc3ccccc3C2)CCCCCC1	-15.8
CO[C@@H]1[C@@H](O[C@@H]2O[C@H](C)[C@@H](O[C@H]3C[C@@](C)(O)[C@H](O)[C@H](C)O3)[C@H](N(C)C)[C@H]2O)[C@@H](CC=O)C[C@@H](C)[C@@H](O[C@H]2CC[C@H](N(C)C)[C@@H](C)O2)/C=C/C=C/C[C@H](C)OC(=O)C[C@H]1O	-4.0
O=C(NCCc1ccc2c(c1)OCO2)N1CCC(N2CCCC2)C1 (centres undefined)	-18.0
C=CCN1C(=O)C(Cc2ccc(C)cc2)S/C1=N/N=C\c1ccco1 (centres undefined)	2.4
CCN(CC)C(=O)C1CCCN(C(=O)c2cc(COc3ccc(F)cc3Cl)on2)C1 (centres undefined)	-1.9
CC(=O)N1CCN(C(CNS(=O)(=O)c2ccc(Cl)cc2)c2ccccc2)CC1 (centres undefined)	-28.6
CCCCCCCCCCCCCCCCn1cc[n+](Cc2ccccc2)c1C	-18.9
COc1cc(C)c(NC(=O)c2cccn2C)cc1OC	-9.7

In the list so far, 3 contain two or more sulfur atoms.
SMILES	mcGAS MS inh
CC(C)Nc1nnc(Sc2ncnc3c2cnn3C)s1	-33.2
CCN(c1ccccc1)S(=O)(=O)c1ccc(C(=O)Nc2sccc2C(N)=O)cc1	-7.6
Cc1ccc(S(=O)(=O)NNC(=O)c2csc(N3CCOCC3)n2)cc1C	-2.4

Going on with the list:
SMILES	mcGAS MS inh
O=C(NCCC(=O)N1CCC(CCc2ccccc2)CC1)c1ccco1	-11.4
O=C1N(Cc2cccc(Cl)c2)C[C@@H]2C[C@@H](/C=C/c3ccco3)N3CCC[C@@]123	-9.7&7.0
CCCn1nc(C)c(CNc2nc(-c3cccnc3)nc3c2CCNC3)c1C	-22.2
C=CCN(Cc1ccccn1)Cc1ccnc2ccccc12	-16.0
CCOc1cccc(-c2nc(-c3ccc(O)c(O)c3)cs2)c1	26.0
CC(C)CC(=O)Nc1nc(C(C)(C)C)cs1	-5.4
CC(C)(C)OCCN(c1ccccc1)S(=O)(=O)c1ccc(F)cc1	-23.2
Cc1c[nH]c(C(=O)N2CCCC3(C2)C(=O)Nc2ccccc23)c1 (centres undefined)	-11.8
O=C(CCn1cccn1)N1CCCC(CCc2ccccc2F)C1 (centres undefined)	1.4
O=S1(=O)C=CC(OS(=O)(=O)c2ccccc2)C1 (centres undefined)	40.4
COc1cc(NC2CCCN(C(=O)Nc3ccccc3Cl)C2)cc(OC)c1 (centres undefined)	2.7
O=C(c1ccc2n[nH]nc2c1)N1CCOC(CCc2ccccc2)C1 (centres undefined)	-10.5
Cc1cc(-c2nccn2CCn2ccnc2)cc(C)c1O	3.9
COc1ccc(NC2CCCN(C(=O)CCn3cncn3)C2)cc1 (centres undefined)	-12.5
CC(C)(C)n1cc(C#N)cc1NC(=O)C1Cc2cc(Cl)ccc2O1 (centres undefined)	-13.1
CCc1ccc(CN(C)Cc2cnc(S(C)(=O)=O)n2CCCOC)nc1	1.0
O=C(Cc1ccc(C(F)(F)F)cc1)NC1=NCCS1	-2.2
COc1ccc(C(=O)NC(=O)CSc2cc(F)ccc2F)cc1	1.5
CC(C#N)CNC(=O)c1ccccc1-c1ccccc1C#N (centres undefined)	-4.9
CC(=O)c1ccc(N2CCN(Cn3nc(C)n(-c4ccc(C)cc4)c3=S)CC2)c(F)c1	-16.6
CCCC1CCCN(C(=O)Nc2cc(C(=O)N(C)C)ccc2C)CC1 (centres undefined)	0.0
Cc1nn(S(=O)(=O)c2ccc(Br)cc2)c(C)c1S(=O)(=O)N(C)c1ccccc1	-4.2
Cc1ccc(Nc2nc3nonc3nc2Nc2ccccc2OC(=O)c2ccccc2)cc1C	2.0
O=C1NCC2(CCCN(C(=O)c3ccccc3N3CCOCC3)C2)O1 (centres undefined)	-12.2
Cn1ccnc1-c1ccc(N2CCN(C/C=C/c3ccccc3)CC2)nn1	-4.4

Part of the list above in another layout:
> O=C(Cc1ccc(C(F)(F)F)cc1)NC1=NCCS1
- mcGAS MS inh: -2.2

> CC(C)(C)n1cc(C#N)cc1NC(=O)C1Cc2cc(Cl)ccc2O1 (centres undefined)
- mcGAS MS inh: -13.1

> O=C1N(Cc2cccc(Cl)c2)C[C@@H]2C[C@@H](/C=C/c3ccco3)N3CCC[C@@]123
- mcGAS MS inh: -9.7&7.0

> Cc1ccc(Nc2nc3nonc3nc2Nc2ccccc2OC(=O)c2ccccc2)cc1C
- mcGAS MS inh: 2.0

Other results.
SMILES	mcGAS MS inh
CCCCc1ccc(N=Cc2nc(-c3cccc(OC)c3)oc2O)cc1	-8.6
CC1(C(=O)NCc2ccc(C(F)(F)F)cc2)CCN1Cc1ccc(-c2ccccc2)o1 (centres undefined)	-11.5
FC(F)(F)c1nnc2n1N=C(c1cccs1)CS2	-10.1
CC(C)(C)c1cc(S(N)(=O)=O)c2cc(C(C)(C)C)ccc2c1	-6.6
Cc1cccnc1CC(C)Nc1nccc(C2CCCC2)n1 (centres undefined)	1.2
Cc1ccccc1C(C(=O)NCc1c(C)noc1C)N(C)C (centres undefined)	-19.7
NC[C@H](O)c1ccc(O)c(O)c1	7.9
CCOC(=O)c1nn(-c2ccccc2)c(=O)cc1OS(=O)(=O)c1ccc(CC)s1	-1.8
CC(=O)NC1=C(NCCOc2ccccc2)C(=O)c2ccccc2C1=O	-7.3
CCc1cnc(CN2C(C(=O)OC)CC3CCCCC32)o1 (centres undefined)	-9.6
CC(C)CCN1CCN(Cc2cnc(N3CCOCC3)s2)CC1CCO (centres undefined)	-3.1
Cc1ccc(S(=O)(=O)NC(=O)C2CCCCC2)cc1	-7.6
COc1ccc(F)cc1C(=O)Nc1ccc(C(=O)c2nccn2C)cc1	0.4
CC(=O)n1c(O)c(N=NC(=O)COc2ccc(Cl)cc2)c2ccccc21	3.4
O=C(CCSc1ccc2c(c1)OCCO2)NCCc1cnc[nH]1	-16.7
CN(Cc1cccc(C#N)c1)C(=O)Nc1c(F)cccc1-n1cccn1	-13.1
CC1(C(=O)NCc2cccc3ccccc23)CCN1Cc1ccc(-c2ccccc2)o1 (centres undefined)	-9.5
COc1nn(C)cc1C(=O)Nc1cccc(C(C)=O)c1	-15.2
CC(C)(C)c1cc(NC(=O)C(=O)NC2CCN(C3CC3)C2)no1 (centres undefined)	-11.2
Cc1cccc(S(=O)(=O)Nc2[nH]ncc2-c2cccc(Cl)c2)c1	0.0
O=C(N=C1N=C2C=CC(Cl)=CN2Cc2ccccc21)c1cc[n+]([O-])cc1	0.3
CN(Cc1nccs1)C(=O)c1cn(CC2CCCNC2)nn1 (centres undefined)	-25.4
CCC(=O)N(c1nnc(SCc2cc(=O)n3c(C)cccc3n2)s1)C1CC1	-4.6
CS(=O)(=O)Cc1cccc(C(=O)NC2CCCc3ccccc32)c1 (centres undefined)	-7.8
COc1ccc(NC(=O)NC(Cn2ccnc2)C(C)(C)C)c(C(F)(F)F)c1 (centres undefined)	7.1

(further entries)
SMILES	mcGAS MS inh
CCO/N=C1\C(=O)Nc2ccc(Cl)cc21	-4.5
CC(C)(C)C(NCC(=O)N1CCc2ccccc21)c1cccs1 (centres undefined)	-7.6
Cc1cn2nc(CN3CCCc4ccccc43)n3c2c1CCCC3	-6.4
Clc1c(C(Cl)(Cl)Cl)nsc1N1CCCCC1	-3.6
CCN1CCN(C(=O)CCC2CCN(C(=O)CCOc3ccccc3)CC2)CC1	2.3
Cc1cc(C)n(-c2ccc(N3CCN(C(C(N)=O)c4ccccc4)CC3)nc2)n1 (centres undefined)	-11.3
Cc1ccc(C(NC(=O)CN(C)Cc2ccco2)c2cccs2)cc1 (centres undefined)	-6.5
c1ccc(-c2nc(N3CCOCC3)nc3ccccc23)cc1	-6.8
C=CCOc1ccc(C(=O)OCCN2CCCCC2)cc1	-7.5
CC1(C(=O)Nc2ccccc2F)CCN1Cc1ccccc1OC(F)F (centres undefined)	-9.5
CC(C)NC(=O)Nc1ccccc1S(=O)(=O)NCc1ccco1	-3.5
O=C(Cn1cc(C(F)(F)F)ccc1=O)OCC(=O)c1ccc(Br)s1	-4.0
CCS(=O)(=O)NCCCn1nc(-c2ccc(C)cc2)ccc1=O	6.1
CC(C)CSc1ncnc2c1nnn2C	-5.2
COc1cc(CNc2nncc(-c3ccccc3F)n2)cc(OC)c1OC	-8.2
Cc1ccc(OCc2nnc(NC(=O)NCc3cccnc3)s2)cc1	-2.7
CC(C)C(C#N)OC(=O)c1nn(-c2ccccc2F)cc1Br (centres undefined)	4.5
CCOC(=O)C1(CCCc2ccccc2)CCN(C(=O)c2csnn2)CC1	-4.1
CCOc1cc(C2NC(=O)NC(C)=C2C(=O)OC(C)C)ccc1O (centres undefined)	-10.4
CSc1c(C#N)c(SCC(=O)c2cc3ccccc3oc2=O)[nH]c(=O)c1C#N	94.3*
CC(C)Nc1ncc(CN2CC[C@@H](c3ccc(F)cc3)[C@H](O)C2)cn1	-13.9
Cc1ccc(O)c(C(=O)c2cnn(C(=O)COc3cc(C)on3)c2)c1	4.1
CC(C)COC(=O)Nc1ccc(S(=O)(=O)Nc2c(Cl)cccc2Cl)cc1	-4.5
FC(F)(F)c1cc(N2CCN(C3CCCC3)CC2)c2ccccc2n1	6.3
CC(C)CNC(=O)C(NC(=O)c1ccccc1F)C1CCN(C(=O)c2ccc(Cl)cc2)CC1 (centres undefined)	-4.3
O=c1[nH]cnc2c1nnn2-c1ccc(F)cc1	-3.2
N#CCCN(CCC#N)c1ccncc1	-14.1
Cc1cc(C)c(NC(=O)CN(C)S(=O)(=O)c2ccc3c(c2)OCCCO3)c(Cl)c1	-6.8

Part of the list above, in CSV form.
SMILES,mcGAS MS inh
CC(C)C(C#N)OC(=O)c1nn(-c2ccccc2F)cc1Br (centres undefined),4.5
CC(C)(C)C(NCC(=O)N1CCc2ccccc21)c1cccs1 (centres undefined),-7.6
O=C(Cn1cc(C(F)(F)F)ccc1=O)OCC(=O)c1ccc(Br)s1,-4.0
C=CCOc1ccc(C(=O)OCCN2CCCCC2)cc1,-7.5
CC(C)CNC(=O)C(NC(=O)c1ccccc1F)C1CCN(C(=O)c2ccc(Cl)cc2)CC1 (centres undefined),-4.3

From PubChem BioAssay
